Source: PubChem BioAssay (The Scripps Research Institute Molecular Screening Center)
TEAD-YAP inh: TEAD-YAP interaction inhibition, primary screen, TEAD-YAP interaction inhibitor project, luminescence, HEK-TIYL cells | TEAD-Gal4/YAP UAS-luciferase luminescence | inhibition, % at 9.12 µM | hit rate 1.4% among 640,000; in the data active = inhibition above about 32%;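 note: 0% = median of test compound wells and 100% = reference inhibitor wells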
FBW7 activator: FBW7 E3 ligase activators, primary screen, biochemical, AlphaScreen, human | AlphaScreen FBW7–phospho-cyclin E peptide binding, activator screen | normalized activity (activation), % at 26.1 µM | F-box/WD repeat-containing protein 7 (Homo sapiens), Q969H0 | hit rate 0.13% among 650,000; in the data active = normalized activity above about 1.9%;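 note: purified mutant Fbw7 with reduced substrate affinity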
Target sequence (Q969H0 whole entry, looked up): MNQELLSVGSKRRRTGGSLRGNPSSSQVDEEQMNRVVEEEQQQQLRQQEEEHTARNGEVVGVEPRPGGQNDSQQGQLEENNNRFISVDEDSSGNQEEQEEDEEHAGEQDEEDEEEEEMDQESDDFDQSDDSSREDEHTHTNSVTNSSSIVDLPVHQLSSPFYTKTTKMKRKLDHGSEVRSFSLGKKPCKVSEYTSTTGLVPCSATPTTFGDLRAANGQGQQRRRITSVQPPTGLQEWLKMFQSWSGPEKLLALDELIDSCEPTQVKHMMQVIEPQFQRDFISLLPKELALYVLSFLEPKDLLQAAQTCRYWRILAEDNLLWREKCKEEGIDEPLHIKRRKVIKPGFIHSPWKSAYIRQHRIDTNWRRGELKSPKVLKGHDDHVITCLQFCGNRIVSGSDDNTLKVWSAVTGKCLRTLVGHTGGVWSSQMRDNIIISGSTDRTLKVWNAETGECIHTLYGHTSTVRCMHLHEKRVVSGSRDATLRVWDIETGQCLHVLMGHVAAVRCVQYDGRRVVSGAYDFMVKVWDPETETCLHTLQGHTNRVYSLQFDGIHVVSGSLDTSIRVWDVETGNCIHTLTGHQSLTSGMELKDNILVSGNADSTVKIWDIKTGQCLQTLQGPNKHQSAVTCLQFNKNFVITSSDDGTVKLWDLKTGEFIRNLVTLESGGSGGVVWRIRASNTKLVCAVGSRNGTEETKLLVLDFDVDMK
MITF inh: MITF inhibitors, primary screen, biochemical, AlphaScreen, human; Microphthalmia-associated transcription factor (Homo sapiens), O75030; AlphaScreen MITF homodimerization, bead proximity signal; inhibition, % at 2.6 µM; hit rate 0.91% among 650,000; AID 1259374, 2018; in the data active = inhibition above about 50%;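 note: 0% = vehicle wells with protein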
GPR151 activ: activators of human GPR151, primary screen, cell-based, PathHunter beta-arrestin, luminescence; AID 1508602, 2020; G-protein coupled receptor 151 (Homo sapiens), Q8TDV0; activation, % at 11.2 µM; PathHunter beta-arrestin GPR151 cells; hit rate 1% among 650,000; in the data active = activation above about 4.9%;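 note: 0% = median of compound wells and 100% = cells with positive control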
An asterisk follows results filed as active; & = joins results of further samples; ! = repeats disagree.

SMILES	TEAD-YAP inh	FBW7 activator	MITF inh	GPR151 activ
O=C(CCN1C(=O)C2C3C=CC(C3)C2C1=O)Nc1ccccc1 (stereo unspecified)	7	0.0	-4	0.8
CC1=C(C(=O)OCc2ccccc2)C(c2cccc(OCc3ccccc3)c2)C2=C(CCCC2=O)N1 (stereo unspecified)	-1	0.1	0	-1.2
CCN(C(=O)COC(=O)c1ccc(Cl)cc1N)C1CCCCC1	4	0.2	15	1.0
O=C(NC(=S)NC1CCCC1)c1ccccc1Cl	-7	0.2	10	-0.2
O=C(NCc1nnc(SCC(=O)N2CCCC2)o1)c1ccc(F)cc1	6	-0.2	-16	1.2
CCOC(=O)N1CCC(n2c(SCC(=O)NC(C)CC)nc3ccsc3c2=O)CC1 (stereo unspecified)	-15	0.0	7	-0.7
CCOC(=O)C1=C(C)N=c2s/c(=C/c3ccc(-c4ccc(Cl)cc4[N+](=O)[O-])o3)c(=O)n2C1c1ccc(OC)c2ccccc12 (stereo unspecified)	5	-0.1	-1	-1.7
CCNC(=S)N/N=C(\C)c1ccncc1	7	0.0	8	3.4
O=C1CC(N2CCC(c3nc4ccccc4o3)CC2)C(=O)N1 (stereo unspecified)	1	0.2	2	-0.5
COC(=O)C1(C(F)(F)F)C2C=CC(C2)N1S(=O)(=O)c1ccc(OC)cc1 (stereo unspecified)	-7	-0.1	10	-1.8
O=C(COC(=O)COc1ccc2c3c(c(=O)oc2c1)CCC3)Nc1ccc(F)c(F)c1F	4	-0.1	-3	-0.5
CCOC(=O)c1cccc(NC(=O)CCc2c(C)nc3nc(CN)nn3c2C)c1	12	-0.2	3	5.9*
Cc1ccc(CNC(=O)CSc2cn(CC(=O)N3CCCCCC3)c3ccccc23)cc1	3	-0.1	5	1.2
COc1cccc(-n2nc(C(=O)Nc3c(F)cccc3F)c3ccccc3c2=O)c1	3	0.2	3	-1.3
FC(F)(F)c1ccccc1Nc1nc(-c2cccnc2)cs1	-44	1.5	-6	-0.2
COCCCNC(=S)NNC(=O)C(Sc1ccccc1)c1ccccc1 (stereo unspecified)	1	0.9	-12	0.5
Cc1ccc(N2C(=O)c3ccc([N+](=O)[O-])cc3C2=O)cc1I	2	-0.2	-4	-0.7
CCOc1ccc(-n2nnc3c(=O)n(CC(=O)N4CCOCC4)cnc32)cc1	-3	0.1	-13	0.5
CCN(CC)Cc1ccc(Nc2ccnc3cc(Cl)ccc23)cc1O	-1	-0.1	21	-0.3
Cc1cccc(C)c1NC(=O)C(c1ccccc1)N1CC(=O)Nc2ccccc21 (stereo unspecified)	-2	0.1	5	1.0
O=C1N(c2ccc3c(c2)OCO3)C(c2ccc3c(c2)OCO3)C1(F)F (stereo unspecified)	-1	0.1	8	-0.2
CC(C)CC(NC(=O)CN1C(=O)c2ccccc2C1=O)c1ccccc1 (stereo unspecified)	-2	0.1	1	-0.4
CN(CCn1cccn1)Cc1ccc(C(=O)NCC2(O)CCCCC2)c(=O)[nH]1	-10	0.1	11	0.7
Cc1cccc(N2CC(C(=O)Nc3ccc4c(c3)OCO4)CC2=O)c1C (stereo unspecified)	0	0.1	2	2.2
CCS(=O)(=O)N1CCN(Cc2ccc(Br)cc2)CC1	-3	0.0	45	-0.1
Cc1sc2ncnc(N3CCN(c4ccccc4)CC3)c2c1C	4	-0.2	1	-0.2
C=CCn1c(O)c(C=Nc2cccc(C)c2)c(=O)[nH]c1=S	10	0.1	7	0.7
Cc1ccc(O)c(CNc2cnc3ccccc3c2)c1	-28	-0.1	-5	0.5
O=C(CCN1C(=O)c2ccccc2C1=O)Oc1ccc(Cl)cc1	7	0.3	13	1.9
Cc1ccc(OCCOC(=O)Nc2ccccc2)cc1	-3	0.1	-16	-0.4
CCCN(CCC)C(=O)c1cc(OC)c(OC)cc1[N+](=O)[O-]	1	-0.1	7	-0.7
COCCn1c(SCc2ccc(C)cc2)nc2cc(C(=O)OC)ccc2c1=O	6	-0.1	9	-0.7
Cc1ccc(OCC(=O)Nc2cc(O)ccc2C(=O)O)cc1C	0	0.2	16	-0.6
CC1(C)CC(C(=O)NCC2Cc3cc(-c4ccsc4)cc(Cl)c3O2)CCO1 (stereo unspecified)	6	0.1	7	0.6
COc1ccccc1CNc1ccc(Br)cc1	-9	0.2	21	-0.9
O=C(/C=C/c1cccs1)NCc1ccccn1	-18	0.0	11	2.5
COCCn1nnnc1C(C(C)C)N1CCC(Cc2ccccc2)CC1 (stereo unspecified)	-12	-0.1	9	1.1
O=C1c2cc([N+](=O)[O-])cc3cc([N+](=O)[O-])cc(c23)C(=O)N1Nc1ccc(Cl)cc1	-1	-0.5	10	-2.0
COC(=O)c1cc(NS(=O)(=O)c2ccc(F)cc2)cc(C(=O)OC)c1	9	-0.1	-4	0.3
O=C(Nc1ccc(Br)cc1)c1cccc(C(=O)Nc2ccc(Br)cc2)c1	-12	0.1	2	-0.1
CC1CC1C(=O)OCc1cc(=O)oc2ccc3ccccc3c12 (stereo unspecified)	2	0.5	6	-2.1
CSc1ccc(C(=O)N2CCOc3ccc(C(O)c4ccncc4)cc3C2)cc1 (stereo unspecified)	11	-0.2	16	-0.5
CCOC(=O)N1CCN(C(=O)CCc2ccccc2)CC1	12	-0.3	8	-1.5
NC(=O)c1cnc(-c2csc3ccccc23)s1	-30	0.0	19	0.3
COc1cccc(C2=N/C(=C\c3ccccc3OC)C(=O)N2c2cc(C)cc(C)c2)c1	-7	0.3	-8	0.4
COC(=O)c1ccc2c(c1)C1C=CCC1C(c1ccc([N+](=O)[O-])cc1)N2 (stereo unspecified)	-4	-0.1	-6	-0.3
CSc1nc(C(=O)NCC2Cc3c(F)ccc(-c4nc(C)cnc4C)c3O2)cs1 (stereo unspecified)	2	0.1	-23	0.8
CC(C)NC(=O)c1cc([N+](=O)[O-])ccc1Cl	-3	0.1	3	0.2
CC(NC1CCN(c2cccc(NC(=O)c3ccncc3)c2)CC1)c1ccc(F)cc1 (stereo unspecified)	14	0.2	19	-1.1
COc1cc(Cl)ccc1NC(=O)CN1C(=O)C2CCCN2C(=O)c2ccccc21 (stereo unspecified)	14	0.5	6	-0.7
COc1ccc2oc(C(=O)OCC(=O)Nc3ccc(Cl)c([N+](=O)[O-])c3)c(C)c2c1	2	0.2	17	-2.3
CCOc1c(Br)cc(/C=N/NS(=O)(=O)c2ccccc2)cc1OC	-4	0.2	2	0.0
COc1cc2c(cc1OC)n(CC(=O)Nc1ccccc1F)n1c(C)cc(=O)nc21	8	0.7	4	-0.7
NC(=O)Cn1c(=O)n(Cc2cccs2)c2ncccc21	4	-0.1	-2	0.4
COC(=O)CN1C(=O)COc2cc(S(=O)(=O)N3CCCCCC3)ccc21	2	0.0	7	5.8*
C/C(=C\c1nsc(Nc2ccc(F)c(Cl)c2)n1)N1CCC(C)CC1	-24	-0.1	-3	2.0
Oc1ccc(CCNc2ccnc(Cl)n2)cc1	-1	0.1	-7	-0.8
COc1cc([N+](=O)[O-])ccc1NC(=O)c1ccc2c(c1)C(=O)N(CC(C)C)C2=O	-1	0.0	-7	-0.3
CC(=O)OC(CC(=O)O)Cc1nc2ccccc2s1 (stereo unspecified)	-7	0.2	14	0.1
O=C(/C=C/c1cccs1)Nc1ccc(F)c(F)c1	-49	0.1	21	-0.5

(cont.)
SMILES	TEAD-YAP inh	FBW7 activator	MITF inh	GPR151 activ
Cc1cc(-c2cnc(N3CCOCC3)nc2C2CCCN(C(=O)C3CCC3)C2)on1 (stereo unspecified)	-8	-0.1	-1	-0.9
COc1cc(/C=C/c2ccc3cccc(OCc4ccccc4Cl)c3n2)cc(OC)c1OC	6	0.3	-9	0.0
Cc1ccc(Cl)c(NC2=CC(=O)CC(C)(C)C2)c1	-11	-0.1	-10	-1.1
CC(N)(Cc1ccc(O)cc1)C(=O)O (stereo unspecified)	4&0	-0.2&0.3	6&9	5.2*!
O=C(O)c1ccc2c(c1)C1C=CCC1C(C(=O)O)N2 (stereo unspecified)	5	-0.8	25	-0.4
COc1cc(NC(=O)CCNc2c(N3CCCC3)c(=O)c2=O)cc(OC)c1	-1	0.1	10	-0.7
COc1ccc2c(c1)cc(C)c1nn(CC(N)=O)c(=O)n12	3	0.1	-2	0.6
Cc1sc2nc(SCC(=O)Nc3nccs3)nc(N)c2c1C	0	0.0	-6	0.3
Cc1[nH]nc2c1C(c1ccc3ccccc3c1)C(C#N)=C(N)O2 (stereo unspecified)	13	0.1	9	1.4
CCOC(=O)c1oc2ccc(Br)cc2c1NC(=O)CN1CCOCC1	7	0.3	18	-0.1
N#C/C(=C/c1ccc(O)c(O)c1)c1nc2ccccc2s1	-41	-0.8	34	-5.5
N#Cc1c(-c2ccccc2)cc(-c2cccs2)nc1SCCSCc1ccccc1	-4	0.6	2	-0.2
CC1(C)CC(=O)C(C=NCCC(=O)O)=C(O)C1	-9	0.5	16	-1.4
CN1/C(=C\C(=O)Nc2ccc([N+](=O)[O-])cc2)c2ccccc2CC1(C)C	0	-0.1	-5	-0.3
COc1cccc(C(=O)NCCNC(C)=O)c1	-1	0.6	9	-1.8
Cc1cccc(N2C(=O)C(CC(=O)Nc3cccc(F)c3)N(CC(C)C)C2=O)c1 (stereo unspecified)	-3	0.0	0	0.5
C[C@H](CCC(=O)O)[C@H]1CC[C@H]2[C@@H]3CC[C@@H]4C[C@H](O)CC[C@]4(C)[C@H]3C[C@H](O)[C@]12C	4	0.1	3	1.4
Cc1c(CNC2CCC(C)CC2)c(C(=O)O)c(C)n1Cc1ccc(F)cc1 (stereo unspecified)	9	-0.1	23	0.0
CN1C(=O)/C(=C/c2c(N3CCSCC3)nc3ccccn3c2=O)SC1=S	-6	-0.1	6	-1.1
O=C(CN1CCN(c2nc(-c3ccccc3)cs2)CC1)Nc1cccc([N+](=O)[O-])c1	-13	-0.1	3	0.1
O=C(Cn1nnc(-c2cccs2)n1)OC1CCCCC1	-13	0.2	3	-1.5
COc1ccc(CNC(=O)N2CCC(c3nnc(C4CC4)o3)CC2)cc1	1	0.9	6	-0.6
CCc1nc(C(CC)(CCC(=O)O)C(=O)NN)cs1 (stereo unspecified)	-3	-0.2	-10	-0.3
COc1ccc(CN2C[C@@H]3C[C@@H](c4ccc(C)cc4)N4CCC[C@@]34C2=O)cc1	7	0.1	8	-0.6
CC1CC(C)CN(S(=O)(=O)c2ccc(Sc3ccc(Br)cc3)c(C(=O)NC(C)C)c2)C1 (stereo unspecified)	8	-0.1	17	-0.5
CC/C(=N\NC(N)=O)c1cc(F)ccc1O	-3	0.1	8	-0.5
O=C(/C=C/c1cc(Cl)ccc1Cl)Nc1ncc(Cc2cccc(C(F)(F)F)c2)s1	-2	0.2	15	-0.7
CCCOC(=O)C1=C(C)NC2=C(C(=O)CC(c3ccc(OC)cc3)C2)C1c1ccccc1F (stereo unspecified)	11	0.3	-9	0.1
COCc1ccc(CN2CCCC(C(=O)Nc3ccccc3-c3ccc(OC)cc3)C2)o1 (stereo unspecified)	-17	-0.2	-5	-1.6
COC(=O)c1ccc2c(=O)n(CCc3ccc(OC)c(OC)c3)c(SCC(=O)Nc3ccccc3Cl)nc2c1	3	0.0	4	0.3
O=C(COc1ncnc2ccccc12)N1CCCC(CNS(=O)(=O)c2cccs2)C1 (stereo unspecified)	6	-0.1	-2	0.9
CCOC(=O)c1c(NC(=O)c2c(OC)cccc2OC)sc2c1CCC(C)C2 (stereo unspecified)	3	-0.1	8	0.2
COCCNC(=S)NNC(=O)c1cc2ccccc2cc1O	-7	-0.4	24	-1.5

In the list so far, these have a thiophene ring, fused or not.
SMILES	TEAD-YAP inh	FBW7 activator	MITF inh	GPR151 activ
CCOC(=O)N1CCC(n2c(SCC(=O)NC(C)CC)nc3ccsc3c2=O)CC1 (stereo unspecified)	-15	0.0	7	-0.7
Cc1sc2ncnc(N3CCN(c4ccccc4)CC3)c2c1C	4	-0.2	1	-0.2
CC1(C)CC(C(=O)NCC2Cc3cc(-c4ccsc4)cc(Cl)c3O2)CCO1 (stereo unspecified)	6	0.1	7	0.6
O=C(/C=C/c1cccs1)NCc1ccccn1	-18	0.0	11	2.5
NC(=O)c1cnc(-c2csc3ccccc23)s1	-30	0.0	19	0.3
NC(=O)Cn1c(=O)n(Cc2cccs2)c2ncccc21	4	-0.1	-2	0.4
O=C(/C=C/c1cccs1)Nc1ccc(F)c(F)c1	-49	0.1	21	-0.5
Cc1sc2nc(SCC(=O)Nc3nccs3)nc(N)c2c1C	0	0.0	-6	0.3
N#Cc1c(-c2ccccc2)cc(-c2cccs2)nc1SCCSCc1ccccc1	-4	0.6	2	-0.2
O=C(Cn1nnc(-c2cccs2)n1)OC1CCCCC1	-13	0.2	3	-1.5
O=C(COc1ncnc2ccccc12)N1CCCC(CNS(=O)(=O)c2cccs2)C1 (stereo unspecified)	6	-0.1	-2	0.9
CCOC(=O)c1c(NC(=O)c2c(OC)cccc2OC)sc2c1CCC(C)C2 (stereo unspecified)	3	-0.1	8	0.2

Two entries picked at random from the list so far, as already listed:
SMILES	TEAD-YAP inh	FBW7 activator	MITF inh	GPR151 activ
COCc1ccc(CN2CCCC(C(=O)Nc3ccccc3-c3ccc(OC)cc3)C2)o1 (stereo unspecified)	-17	-0.2	-5	-1.6
O=C(COc1ncnc2ccccc12)N1CCCC(CNS(=O)(=O)c2cccs2)C1 (stereo unspecified)	6	-0.1	-2	0.9
